Pf growth 48h – inhibits P. falciparum growth in the first generation, 48 h. P. falciparum luciferase growth in erythrocytes, 48 h. Potency, µM (top dose mostly 28.7 µM), without a hit: at the highest dose activity change, negative = inhibition, usual class: inhibitors. actives 5.9% (n = 310,000). AID 504832; note: potency is the fitted concentration of half-maximal effect; % is set by controls: 0 for no effect and ±100 for the full control effect
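Luminescence readout; reporter = integrated firefly luciferase in P. falciparum. RBC culture at 2% hematocrit, 0.1% parasitemia final, 37 C/5% CO2; decreased signal taken as growth inhibition.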
Shiga toxin inh – blocks Shiga toxin action in Vero cells. Vero cells, Shiga toxin protein synthesis inhibition reporter. inhibition, % at 38.7 µM. actives 9.2% (n = 290,000). AID 2315; in the data active = inhibition mostly above about 28%, no sharp cut-off; inactive = mostly below about 43%; note: 0% is about no effect
Pf growth 96h – inhibits malaria parasite growth, 96 h; actives 6.9% (n = 320,000); Potency, µM (top dose mostly 28.7 µM), for inactives: at the top dose activity change, negative = inhibition, most hits filed as inhibitors; P. falciparum luciferase reporter growth, 96 h; note: potency is the fitted concentration of half-maximal effect; % is set by controls: 0 for no effect and ±100 for the full control effect
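Erythrocytes infected with luciferase-expressing P. falciparum were dispensed at 2% hematocrit and 0.05% parasitemia (final), then incubated with compounds 96 hours at 37 C in 5% CO2. Luminescence after detection reagent addition reported growth.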
LmPK inh – inhibitors of Leishmania mexicana pyruvate kinase; Q27686; purified LmPK, Kinase-Glo ATP luminescence, 1 h; Potency, µM (titrated, usually from 57.5 µM), inactives show at the highest dose activity change, negative = inhibition, usual class: inhibitors; actives 0.37% (n = 290,000); note: potency is the fitted concentration of half-maximal effect; % is set by controls: 0 for no effect and ±100 for the full control effect
Target sequence (Q27686 whole entry, looked up): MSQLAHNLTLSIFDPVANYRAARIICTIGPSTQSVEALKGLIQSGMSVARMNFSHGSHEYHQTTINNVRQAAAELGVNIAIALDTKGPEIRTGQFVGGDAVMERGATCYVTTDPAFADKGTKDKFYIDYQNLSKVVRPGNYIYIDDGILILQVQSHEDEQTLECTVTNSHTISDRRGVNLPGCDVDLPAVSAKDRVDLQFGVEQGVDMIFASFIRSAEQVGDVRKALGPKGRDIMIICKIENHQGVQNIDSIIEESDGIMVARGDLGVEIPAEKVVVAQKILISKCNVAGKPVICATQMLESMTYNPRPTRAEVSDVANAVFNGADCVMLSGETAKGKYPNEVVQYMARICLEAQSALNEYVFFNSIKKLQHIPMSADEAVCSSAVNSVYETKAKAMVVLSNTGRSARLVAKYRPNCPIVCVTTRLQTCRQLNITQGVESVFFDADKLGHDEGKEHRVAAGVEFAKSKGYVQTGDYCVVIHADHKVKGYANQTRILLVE
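Purified LmPK (0.1 nM) converted ADP (0.1 mM) to ATP with PEP (0.5 mM) in imidazole buffer pH 7.2 with KCl and MgCl2, 1 h at room temperature. ATP was read by Kinase-Glo luminescence; data normalized to uninhibited and no-enzyme controls.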
CHX counter – affects cycloheximide protein synthesis inhibition readout, counter-screen | actives 12% (n = 300,000) | cell reporter, cycloheximide protein synthesis inhibition counterscreen | AID 2314 | max response, %; in the data active = max response mostly above about 13%, no sharp cut-off; inactive = mostly below about 14%; note: read at 38.3 µM for the half of the compounds with a filed dose; 0% is about no effect
Tb PYK inh – blocks Trypanosoma brucei pyruvate kinase; TbPYK enzyme, Kinase-Glo Plus ATP luminescence, 45 min; Potency, µM (series often up to 76.8 µM), without a hit: top-dose activity, negative = inhibition, hits mostly inhibitors; actives 0.12% (n = 410,000); note: potency is the fitted concentration of half-maximal effect; % is set by controls: 0 for no effect and ±100 for the full control effect; nearly all actives have a fitted effect of over 50% in size
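Readout: single end-point luminescence (Kinase-Glo Plus, 10 min). Reaction conditions were TbPYK/substrate plus 130 uM ADP, 45 min at RT, pH 7.2 TEA buffer. No-enzyme wells served as controls, and data were normalized before concentration-response fitting.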
AmpC inh no detg – AmpC beta-lactamase inhibition without detergent. AmpC nitrocefin hydrolysis, absorbance 480 nm, 0.0001% Triton. P00811. AID 485341. actives 0.52% (n = 330,000). Potency, µM (highest dose often 57.1 µM), for the others: at the highest dose activity change, negative = inhibition, hits mostly inhibitors;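 note: potency is the fitted concentration of half-maximal effect; plate controls were no compound for no effect and no enzyme for full effect; nearly all actives have a fitted effect of over 20% in size; some results filed as inactive show a strong effect at the top dose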
Target sequence (P00811 whole entry, looked up): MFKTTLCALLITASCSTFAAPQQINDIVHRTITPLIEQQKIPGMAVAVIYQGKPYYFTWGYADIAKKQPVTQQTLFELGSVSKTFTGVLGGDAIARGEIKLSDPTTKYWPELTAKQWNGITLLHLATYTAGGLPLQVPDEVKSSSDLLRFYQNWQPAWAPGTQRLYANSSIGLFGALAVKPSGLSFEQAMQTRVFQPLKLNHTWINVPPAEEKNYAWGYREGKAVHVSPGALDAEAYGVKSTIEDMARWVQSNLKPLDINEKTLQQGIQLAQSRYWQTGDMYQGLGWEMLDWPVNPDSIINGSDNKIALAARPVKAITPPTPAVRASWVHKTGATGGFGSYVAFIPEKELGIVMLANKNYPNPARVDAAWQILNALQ
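AmpC (5.3 nM in the dispensed reagent) in 20 mM phosphate pH 7.0 with 0.01% (detergent screen) or 0.0001% Triton X-100 was preincubated with compounds for 15 min at room temperature. Nitrocefin was then added from an 800 uM solution, and hydrolysis was followed at 480 nm.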
* = called active by the depositor; i = inactive; ? = inconclusive; . = not tested or not shown; & = joins results of further samples; [ ] = remark or other dose. Unless noted, calls come from the whole dose curve; as a rule, active = well fitted curve in the direction sought with a large enough effect; inconclusive = small, poorly fitted or top-dose-only effect, or another doubt; inactive = no such curve, though single readings can be large; an effect the other way counts as inactive or inconclusive.

Values run as follows: Pf growth 48h | Shiga toxin inh | Pf growth 96h | LmPK inh | CHX counter | Tb PYK inh | AmpC inh no detg
(1) CCOc1ccc(N2C(=O)c3cccnc3C2=O)cc1
  44%[activator] | -2 | 1.9µM* | -15% | 2 | -13% | -7%
(2) Cc1nn(-c2ccc(F)cc2)c(C)c1CN1CCN(Cc2ccccc2)C(CCO)C1 (stereo not drawn)
  ? | -15 | -19% | 6% | -2 | 3% | 51%
(3) COc1ccc(-c2cccc(NC(=O)c3cccs3)c2)nn1
  9.3µM* | . | 7.4µM* | . | . | -4% | -25%
(4) CC1=CCC2C(=O)N(c3nc(C)cc(C)n3)C(=O)C2C1 (stereo not drawn)
  -3% | 12 | 43%[activator] | 5% | 6 | 6% | -1%
(5) COc1ccc(C2/C=C\CN(Cc3ccncc3)CC(=O)N2Cc2ccc(F)cc2)cc1 (stereo not drawn)
  -5% | -10&-5 | ? | -1% | -5&-3 | 0% | 69%[activator]
(6) CCOC(=O)C1CCN(CCC(=O)Nc2ccc(Br)cc2)CC1
  ? | . | ? | 1% | -3 | -1% | -8%
(7) C/C(=N\N=c1/sc2ccccc2n1C)c1ccccn1
  138%[activator] | 69* | 103%[activator] | -1% | 78* | 2% | 95%[activator]
(8) O=C(CN1C(=O)S/C(=C/c2ccc(N3CCOCC3)cc2)C1=O)N1CCOCC1
  86%[activator] | 36* | 151%[activator] | -1% | 17* | -2% | -8%
(9) COc1cccc(C(=O)N2CCN(C3CCC(c4ccccc4)CC3)CC2)c1 (stereo not drawn)
  -1% | 8 | 2% | -4% | -3 | -1% | 109%[activator]
(10) Cc1nn(C)cc1S(=O)(=O)N1CCN(c2cccc(Cl)c2)CC1
  -16% | -6 | ? | 0% | -3 | -8% | -8%
(11) CN1CCN(c2oc(-c3cccs3)nc2S(=O)(=O)c2ccccc2)CC1
  -26% | -4 | 21% | -14% | -2 | -4% | 31%
(12) CC(=O)Nc1ccc(C2=NN(C)C(=NCc3ccccc3)SC2)cc1
  ? | 32 | 12µM* | 2% | 17 | 3% | 26%
(13) Cc1ccc2nc(NC(=O)CCNS(=O)(=O)c3cccs3)sc2c1
  6% | 79* | 89%[activator] | -5% | 26* | 3% | -39%
(14) CCOC(=O)Cn1cc(C(=O)c2ccco2)c2ccccc21
  15% | 3 | -29% | -1% | 2 | 2% | -18%
(15) CN(C)c1ccc(N2C(=NC(=O)C3CCCO3)SC3CS(=O)(=O)CC32)cc1 (stereo not drawn)
  31%[activator] | 21 | 73%[activator] | 0% | 38* | -13% | -8%
(16) O=C(Nc1nc2ccccc2[nH]1)c1ccc(OC(F)F)cc1
  -23% | 59* | -21% | ? | 19* | -4% | -33%
(17) CCCSc1nnc(CSc2nc3ccccc3s2)n1-c1ccccc1
  ? | 0 | ? | 5% | 10 | -7% | 7%
(18) Cc1nn(C(C)(C)C)c(OC(=O)c2ccc3c(c2)OCO3)c1Sc1ccccc1
  -23% | -20 | . | 2% | -3 | 1% | 0%
(19) Cc1cc(-c2nnc(CCC(=O)NCc3ccc(F)c(F)c3)o2)no1
  8% | -10 | ? | 1% | -3 | 1% | -9%
(20) Cc1cc(C(=O)COC(=O)c2cccnc2Cl)c(C)n1CC1CCCO1 (stereo not drawn)
  234%[activator] | -11 | i | 25µM* | -3 | -23% | 3%

Arranged by formula weight (rising): part of the list above.
Values run as follows: Pf growth 48h | Shiga toxin inh | Pf growth 96h | LmPK inh | CHX counter | Tb PYK inh | AmpC inh no detg
(13) Cc1ccc2nc(NC(=O)CCNS(=O)(=O)c3cccs3)sc2c1
  6% | 79* | 89%[activator] | -5% | 26* | 3% | -39%
(11) CN1CCN(c2oc(-c3cccs3)nc2S(=O)(=O)c2ccccc2)CC1
  -26% | -4 | 21% | -14% | -2 | -4% | 31%
(15) CN(C)c1ccc(N2C(=NC(=O)C3CCCO3)SC3CS(=O)(=O)CC32)cc1 (stereo not drawn)
  31%[activator] | 21 | 73%[activator] | 0% | 38* | -13% | -8%

Carrying on:
Values run as follows: Pf growth 48h | Shiga toxin inh | Pf growth 96h | LmPK inh | CHX counter | Tb PYK inh | AmpC inh no detg
(21) Cc1ccc(-c2nn(C)c(=O)c3ccccc23)cc1CN1CCOCC1
  -5% | -5 | 30% | 1% | -3 | -3% | 30%
(22) O=C(NNC(=O)C1CC1)Nc1ccc(Cl)cc1
  5% | 11 | -26% | -6% | 1 | -9% | -23%
(23) COc1ccccc1OCCC(=O)OCC(=O)Nc1ccc(Br)cc1
  14% | -10 | 43%[activator] | 7% | 0 | -1% | -14%
(24) Cc1ccc(N2CC(C(=O)N(C)CC(=O)Nc3ccc(Cl)c(C(F)(F)F)c3)CC2=O)cc1 (stereo not drawn)
  -4% | . | ? | . | . | 4% | 56%
(25) O=C(NCc1cccc(C(F)(F)F)c1)c1cc(Cl)ccc1Cl
  0% | -4 | ? | -3% | -2 | -9% | -10%
(26) O=C(Nn1c(O)c(C=C2N=c3ccccc3=N2)sc1=S)c1ccccc1Cl
  . | 4 | ? | -7% | 10 | 2% | -49%
(27) COc1ccc(N/C=C/C(=C(C#N)C#N)N(C)C)cc1
  1% | -3 | -24% | -2% | 0 | -3% | -17%
(28) COC(=O)C/C=N/N=C1/NC(=O)/C(=C/C(=O)O)S1
  ? | 28 | 9.3µM* | 1% | -1 | -18% | -23%
(29) Cc1oc2ccc(OCc3ccc(Br)cc3)cc2c1C(=O)O
  3% | 10 | -4% | 2% | 9 | -19% | -37%
(30) c1ccc2c(CN3CCOCC3)csc2c1
  -6% | -7 | -25% | 3% | 1 | -10% | -41%
(31) CON=C1CCN(c2ncc(C(F)(F)F)cc2Cl)CC1
  0% | -4 | 15% | 2% | -4 | 4% | -14%
(32) N#Cc1ccc(NC(=O)CN2C(=O)NC(Cc3ccccc3)C2=O)cc1 (stereo not drawn)
  -13% | -4 | . | 2% | -5 | 0% | -19%
(33) CCCn1c(SCC(=O)Nc2ccc(NC(C)=O)cc2)nc2c1c(=O)n(C)c(=O)n2C
  19% | -14 | 2% | -5% | -4 | -1% | 0%
(34) CC1(C)CC(=O)C2=C(C1)N(N1CCOCC1)C(N)=C(C#N)C2c1cccs1 (stereo not drawn)
  12% | -1 | 60%[activator] | -1% | -2 | 5% | -21%
(35) Cc1ccc(C(CNS(=O)(=O)c2ccc(Br)cc2)N2CCN(C)CC2)cc1 (stereo not drawn)
  ? | . | ? | . | . | -3% | 64%[activator]
(36) O=C(N=C1SC2CS(=O)(=O)CC2N1c1ccccc1)C1CCCCC1 (stereo not drawn)
  13% | -6 | 32%[activator] | 1% | 9 | 1% | 12%
(37) COc1ccc(NC(=O)c2cn(-c3ccccc3)nc2-c2ccncc2)cc1
  ? | 9 | 40%[5.75 µM] | 1% | 10 | -3% | 3%[2.29 µM]
(38) CC(=O)Nc1ccc(NC(=O)CSc2n[nH]c(-c3cccs3)n2)cc1
  43%[activator] | . | -3% | . | . | 3% | -20%
(39) O=C(c1ccc(NS(=O)(=O)c2ccccc2)cc1)N1CCN(Cc2ccc3c(c2)OCO3)CC1
  ? | -4 | . | 1% | -2 | 0% | 2%
(40) CCCNCc1cc(OC)c(OCC(=O)Nc2ccccc2)cc1Br
  ? | -11 | -16% | 5% | 10 | -5% | -54%
(41) CC(C)CCN1C(Nc2ccccc2)=NC[C@@H]1C
  15% | -2 | 1% | -9% | -1 | -3% | -12%
(42) CSc1ccccc1NC(=O)c1ccc([N+](=O)[O-])cc1
  ? | 18 | 40%[activator] | 0% | 5 | -23% | -30%
(43) O=C(Cn1cc(S(=O)(=O)Cc2ccccc2F)c2ccccc21)N1CCOCC1
  -6% | 5 | -3% | 2% | 12 | -13% | 30%
(44) O=C(N/N=C/c1cc([N+](=O)[O-])ccc1Cl)c1ccc2nc[nH]c2c1
  ? | -14 | 51%[activator] | 0% | -1 | 1% | -27%
(45) COc1cccc(CN(C)C(=O)c2cccc(S(=O)(=O)NCc3ccccc3)c2)c1OC
  ? | . | ? | . | . | -1% | -4%
(46) CCOC(=O)c1sc(NC(=O)CSc2ncn(-c3ccccc3)n2)nc1C
  4% | -3 | . | 0% | 0 | -8% | -20%
(47) O=C(c1cc(S(=O)(=O)N2CCCCC2)c(Cl)cc1N1CCOCC1)N1CCOCC1
  . | -14 | 8% | -2% | -3 | 1% | 16%
(48) COc1ccc(NC(=O)CC(NC(C)c2ccccc2)C(=O)O)cc1 (stereo not drawn)
  12% | -9 | 44%[activator] | 1% | -4 | -7% | -11%
(49) CCN(c1ccc(NC(=O)c2ccc(Cl)nc2)cc1)C(C)C
  6% | 38* | 25% | -5% | 24* | 5% | -24%
(50) CCn1ccnc1CN1CCN(CCC(C)C)C(CCO)C1 (stereo not drawn)
  4% | -17 | 12µM* | -4% | 2 | -1% | -15%
(51) O=c1[nH]c(-c2ccccc2F)nc2c1sc(=S)n2Cc1ccccc1
  4% | -12 | 1% | -1% | -4 | -20% | -27%
(52) CC(C)(C)NC(=O)c1ccccc1NC(=O)C1CC(=O)N(C2CCCCC2)C1 (stereo not drawn)
  -3% | 4 | 3% | -7% | -6 | 2% | -18%
(53) CCCNC(=O)c1ccc2c(=O)c(O)c(-c3ccc(Cl)c([N+](=O)[O-])c3)[nH]c2c1
  ? | 2 | ? | -3% | -3 | -5% | -43%
(54) CCOc1ccc(OCC)c(NC(=O)CN(c2ccc(C)cc2)S(=O)(=O)c2c(C)noc2C)c1
  . | 12 | 34%[activator] | -1% | 14 | 4% | 34%
(55) CCOC(=O)c1c(C)[nH]c(C(=O)OCC(=O)N2CCCC2=O)c1C
  2% | . | 7% | . | . | -5% | -13%
(56) O=C1NC(=O)N(c2ccc(Br)cc2)C(=O)/C1=C/c1ccsc1
  -5% | -22 | -16% | -1% | 8 | ? | -52%

Record cards (already shown).
O=C(Nn1c(O)c(C=C2N=c3ccccc3=N2)sc1=S)c1ccccc1Cl as listed: Pf growth 48h = .; Shiga toxin inh = 4; Pf growth 96h = ?; LmPK inh = -7%; CHX counter = 10; Tb PYK inh = 2%; AmpC inh no detg = -49%
Cc1ccc(C(CNS(=O)(=O)c2ccc(Br)cc2)N2CCN(C)CC2)cc1 (stereo not drawn) as listed: Pf growth 48h = ?; Shiga toxin inh = .; Pf growth 96h = ?; LmPK inh = .; CHX counter = .; Tb PYK inh = -3%; AmpC inh no detg = 64%[activator]

Assay outcomes deposited in PubChem BioAssay by National Center for Advancing Translational Sciences (NCATS).
